CHOP inhibitor = inhibitors of CHOP promoter induction, primary screen, cell-based, unfolded protein response, luciferase reporter. 220,000 tested, 3.8% active. CHO-K1 CHOP-promoter luciferase, tunicamycin-induced, 15-18 h. inhibition, % at 10 µM;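 active = compounds that reduced the stress-induced luciferase reporter signal by more than about 70% of percent inhibition, limit read from the data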;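 also: 0% = tunicamycin plus vehicle and 100% = wells without tunicamycin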
NPY-Y1 PAM-ag = NPY-Y1 receptor potentiators or agonists, primary screen, cell-based; Neuropeptide Y receptor type 1 (Homo sapiens), P25929; NPY-Y1 expressing cells, potentiator/agonist activation; activation, % at 3.6 µM; 220,000 tested, 0.37% active; in the data active = activation above about 33%, passing the limit was not always enough;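 also: cells stimulated with NPY at EC10 then isoproterenol at EC100; 0% = low agonist plus stimulus and 100% = saturating agonist plus stimulus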
Target sequence (P25929 whole entry, looked up): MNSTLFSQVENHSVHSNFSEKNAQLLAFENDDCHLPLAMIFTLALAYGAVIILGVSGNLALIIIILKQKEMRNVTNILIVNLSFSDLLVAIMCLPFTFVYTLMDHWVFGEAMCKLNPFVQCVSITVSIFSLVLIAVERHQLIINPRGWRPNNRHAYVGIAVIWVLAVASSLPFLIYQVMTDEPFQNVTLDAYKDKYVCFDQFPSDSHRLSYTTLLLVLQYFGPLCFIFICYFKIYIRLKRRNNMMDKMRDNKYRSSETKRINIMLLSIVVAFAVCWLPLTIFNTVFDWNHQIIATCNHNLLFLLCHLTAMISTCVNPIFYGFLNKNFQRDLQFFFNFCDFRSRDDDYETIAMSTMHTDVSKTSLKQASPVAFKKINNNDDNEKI
S1P4 antag = S1P4 receptor antagonists, primary screen, cell-based | Sphingosine 1-phosphate receptor 4 (Homo sapiens), O95977 | S1P4-expressing cells, antagonist mode, reporter read-out | inhibition, % at 4.98 µM | 220,000 tested, 0.26% active; in the data active = inhibition above about 29%;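 also: 0% = wells stimulated with agonist and 100% = vehicle wells without agonist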
Target sequence (O95977 whole entry, looked up): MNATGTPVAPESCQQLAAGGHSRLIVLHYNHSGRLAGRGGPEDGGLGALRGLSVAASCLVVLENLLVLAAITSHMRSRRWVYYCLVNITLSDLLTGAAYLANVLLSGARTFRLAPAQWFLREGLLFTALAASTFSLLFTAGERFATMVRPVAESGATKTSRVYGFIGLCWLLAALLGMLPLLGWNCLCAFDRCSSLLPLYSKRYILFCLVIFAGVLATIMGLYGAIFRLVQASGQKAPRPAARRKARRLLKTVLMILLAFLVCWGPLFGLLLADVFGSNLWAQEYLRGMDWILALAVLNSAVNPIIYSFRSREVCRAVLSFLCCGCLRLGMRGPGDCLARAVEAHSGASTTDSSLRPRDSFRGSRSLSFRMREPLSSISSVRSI
NPY Y1 blocker = NPY-Y1 receptor antagonists, primary screen, cell-based. AID 1040, 2008. HEK293-CNG Y1 cells, membrane potential fluorescence; NPY at EC95, then isoproterenol. Neuropeptide Y receptor type 1 (Homo sapiens), P25929. 200,000 tested, 1% active. inhibition, % at 3.6 µM;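 active = inhibition above the campaign mean inhibition of all tested compounds plus 3 SD, cut at about 20% in these data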;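 also: 0% = DMSO wells given NPY plus isoproterenol and 100% = isoproterenol alone without NPY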
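Material: Y1- and CNG-channel-expressing HEK293 cells / Probe or stimulus: NPY 25 nM then isoproterenol 1 µM plus Ro 20-1724 25 µM / Doses: 3.6 µM single dose, DMSO 0.4% / Schedule: compound incubation 1 h at room temperature, readout 45 min post-stimulation / Signal: membrane potential fluorescence / Benchmarks: isoproterenol-only wells as full block versus NPY-plus-isoproterenol wells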
EP2 modulator = EP2 receptor modulators, cAMP readout, primary screen, cell-based, HTRF cAMP, PGE2 stimulation | Prostaglandin E2 receptor EP2 subtype (Homo sapiens), P43116 | EP2-expressing cells, cAMP HTRF FRET, PGE2 co-stimulation | induction, % at 25 µM | 260,000 tested, 0.83% active | AID 940, 2007;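 active = compounds whose cAMP rise, as percent of the full-agonist control response, exceeds 60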;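 also: rat C6 glioma line stably carrying human EP2 under a CMV promoter; the protocol text gives 20 µM as final concentration; 100% = response of wells given 1 µM PGE2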
NPY2 pot ag = NPY-Y2 potentiators or agonists, primary screen, cell-based | cells expressing NPY-Y2, potentiator/agonist read-out | activation, % at 3.6 µM | 220,000 tested, 0.45% active | AID 1359, 2008; in the data active = activation above about 27%;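 also: cells stimulated with NPY near EC25 plus isoproterenol at EC100; 0% = vehicle plus submaximal agonist and 100% = vehicle plus saturating agonist; some results beyond the cut were filed as inactive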
zfTRPN1 agonist = zebrafish TRPN1 channel agonists, primary screen, cell-based, HEK293, calcium fluorescence; transient receptor potential cation channel N1 (TRPN1/NompC), Danio rerio; HEK293 zebrafish TRPN1-YFP, Fluo-8 calcium fluorescence; 100% = response to 87 µM carbachol; activation, % at 3 µM; 220,000 tested, 0.18% active; AID 1424, 2008;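 active = activation above its plate's cutoff, the mean activation of test wells on that plate plus 3 SD, cut at about 19% in these data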;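 also: 0% = DMSO alone and 100% = 87 µM carbachol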
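System: zebrafish TRPN1-YFP in HEK293 cells / Dosing: 3 µM single point / Timing: dye loading 1 h at 37 °C, then 30 min room temperature / Signal: Fluo-8 calcium fluorescence, excitation 470-495 nm, emission 515-575 nm / Read-out basis: percent activation from peak over basal fluorescence ratio, control-normalized / Control set: high carbachol 87 µM, low DMSO alone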
TRPML3 agonist = human TRPML3 channel agonists, primary screen, cell-based, HEK293 TRPML3-YFP, Fluo-8 calcium fluorescence, 3 µM; Mucolipin-3 (Homo sapiens), Q8TDD5; 100% = the carbachol control signal; activation, % at 3 µM; 220,000 tested, 0.29% active;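 active = activation above its plate's cutoff, the mean activation of the plate's test wells plus 3 SD, cut at about 12% in these data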;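 also: 0% = DMSO only wells and 100% = carbachol wells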
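Test system: TRPML3-YFP stable HEK293 cells. Doses: single point at 3 µM. Incubation: dye loading 1 h 37 °C then 30 min ambient, 125 s read. Signal: Fluo-8 calcium dye fluorescence, ex 470-495, em 515-575 nm. Measure: percent activation from peak-to-basal fluorescence ratio, scaled between DMSO and carbachol.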
S1P4 ag = S1P4 receptor agonists, primary screen, cell-based | Sphingosine 1-phosphate receptor 4 (Homo sapiens), O95977 | S1P4-expressing cell line, agonist reporter assay | activation, % at 4.98 µM | 220,000 tested, 0.35% active; in the data active = activation above about 11%;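 also: 0% = DMSO vehicle and 100% = reference agonist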
* = called active by the depositor; x = no result given; & = joins results of further samples.

Second line of a record: CHOP inhibitor	NPY-Y1 PAM-ag	S1P4 antag	NPY Y1 blocker	EP2 modulator	NPY2 pot ag	zfTRPN1 agonist	TRPML3 agonist	S1P4 ag
> Cc1cccc(C)c1C(=O)N[C@@H](Cc1ccccc1)C(=O)O
  14	-4	-2	5	1	-10	-0.5	0.9	-0.3
> O=C(Nc1ccccc1)c1cc2ccccc2c(=O)s1
  53	-8	-8	0	-47	-2	3.6	0.7	3.1
> CCCc1cc(=O)[nH]c(SCC(=O)Nc2c(C)cccc2C)n1
  17	-13	-2	8	-2	-14	-0.9	0.6	-2.1
> CC1=C(C)CC(C(=O)NC(C)CCc2ccccc2)C(C(=O)O)C1 (stereo not drawn)
  5	-7	-3	-3	2	-4	0.3	0.2	0.0
> O=C(CSc1nc2ccccc2[nH]1)NCc1ccc2c(c1)OCO2
  13	-10	10	9	-5	-4	0.1	0.1	-1.9
> Cc1ccccc1N1CC(C(=O)O)CC1=O (stereo not drawn)
  22	1	13	9	14	-23	0.4	1.1	1.4
> Cc1c(-c2ccccc2)oc2c(C(=O)OCC(=O)Nc3ccc(C(N)=O)cc3)cccc2c1=O
  29	-14	-12	2	8	5	0.5	0.9	-1.8
> CSCCC(NC(=O)c1ccc([N+](=O)[O-])cc1Cl)C(=O)OCC(=O)C12CC3CC(CC(C3)C1)C2 (stereo not drawn)
  31	-17	-14	6	-42	-2	0.6	0.4	9.3
> NS(=O)(=O)c1ccc(CCNC(=O)c2ccc(C#CC3(O)CCCCC3)cc2)cc1
  66	20	-7	0	-81	5	2.8	0.6	2.1
> CS(=O)(=O)N(CC(=O)NCC1CCCO1)c1cc(Cl)c(Cl)cc1Cl (stereo not drawn)
  31	12	-6	-2	17	12	0.5	0.8	2.0
> O=C(CCCc1nc(-c2ccc(Cl)cc2)no1)N1CCOCC1
  18	1	-11	-1	0	13	1.9	2.5	1.6
> COCCOC(=O)c1c(C)oc2ccc(OC(=O)c3c(OC)cccc3OC)cc12
  21	-6	-13	-1	-1	12	0.6	-0.1	-0.2
> COC(=O)c1ccc(N=NNc2cccc(Br)c2)cc1
  91*	-11	-22	3	-16	-10	-0.8	0.0	0.4
> CNC(=S)NNC(=O)CSCc1c(Cl)cccc1Cl
  15	13	13	x	-7	-2	0.7	-0.2	-1.3
> CCOC(=O)N1CCN(S(=O)(=O)c2ccc(C)c([N+](=O)[O-])c2)CC1
  -10	5	-2	-2	-23	-2	0.6	0.9	-0.8
> O=C(NCc1cc(C(F)(F)F)cc(C(F)(F)F)c1)C1CC(c2ccccc2[N+](=O)[O-])=NO1 (stereo not drawn)
  35	-9	2	2	-7	-6	-1.3	0.1	1.6
> O=C(COc1ccc(C(=O)c2ccccc2)cc1)NCC(=O)Nc1ccccc1Br
  9	-26	7	6	-63	-9	1.5	0.5	0.0
> CCn1c(CSc2nnc(C)n2-c2ccccc2)nc2cc(S(=O)(=O)N(C)C)ccc21
  -15	-13	-20	-1	17	-4	1.1	0.2	2.6
> COc1ccc(/C=N/NC(=O)CN2CCSCC2)c(OC)c1
  -10	25	-10	3	-5	9	-0.6	0.9	-1.7
> O=C(CCC(=O)OCC(=O)c1ccc(F)cc1)NC1CCCCC1
  -2	2	-16	0	-18	-11	0.0	0.0	2.2

Next section (two carried over from the part before).
Second line of a record: CHOP inhibitor	NPY-Y1 PAM-ag	S1P4 antag	NPY Y1 blocker	EP2 modulator	NPY2 pot ag	zfTRPN1 agonist	TRPML3 agonist	S1P4 ag
> COc1ccc(/C=N/NC(=O)CN2CCSCC2)c(OC)c1
  -10	25	-10	3	-5	9	-0.6	0.9	-1.7
> O=C(CCC(=O)OCC(=O)c1ccc(F)cc1)NC1CCCCC1
  -2	2	-16	0	-18	-11	0.0	0.0	2.2
> Cn1c(-c2ccccc2)cnc1SCC(=O)NCc1ccco1
  -9	-3	2	-2	18	5	-1.5	0.3	1.5
> Cc1cnc(C(=O)OCC(=O)NCc2ccccc2)cn1
  1	3	-26	-2	-12	-17	-0.5	0.0	1.0
> Cc1ccc2sc(-c3ccc(NC(=O)c4cc(-n5cnnc5)ccc4Cl)cc3)nc2c1
  -2	8	-2	-3	-10	-2	2.0	1.4	-1.1
> CCOC(=O)CC(=O)CSc1n[nH]c(=O)[nH]c1=O
  2	2	-9	x	-12	5	1.1	0.3	1.3
> COc1ccc(-c2cn3ccc4ccccc4c3n2)cc1
  24	-5	-16	4	-9	1	-1.4	-0.6	-0.4
> C=C(C)c1cccc(C(C)(C)NC(=O)N2CCN(c3ccccc3OC)CC2)c1
  3	-45	3	12	-38	-1	-2.4	-0.4	4.0
> Cc1nc(SCc2c(F)cccc2Cl)n[nH]1
  -25	-7	2	10	-4	-9	0.2	-0.4	2.2
> Cc1ccc(NC(=O)C2Cc3ccccc3C(=O)O2)cc1 (stereo not drawn)
  -30	19	10	-1	5	2	-0.9	-0.3	-0.4
> FC(F)(F)c1ccc2c(c1)C1C=CCC1C(c1ccncc1)N2 (stereo not drawn)
  43	3	2	-6	-7	-6	-1.4	-0.3	-0.6
> CC1CN(Cc2c(O)ccc3c2oc(=O)c2ccccc23)CC(C)O1 (stereo not drawn)
  18	8	-7	x	-16	-23	6.7	2.3	1.5
> CCOc1cc(C(=O)Nc2ccc(N3CCN(S(C)(=O)=O)CC3)cc2)cc(OCC)c1OCC
  5	-7	-11	0	-2	-12	0.1	0.4	-0.7
> CCOC(=O)N1N=C(c2ccccc2)CC1(O)C(F)(F)F (stereo not drawn)
  -5	-16	5	2	17	2	1.3	-0.5	2.9
> Cc1c(C(=O)OCCOC(C)C)[nH]c2c1C(=O)CC(C)(C)C2
  37	-18	-10	7	5	5	0.5	0.2	-0.4
> COc1ccc(CCNC(=O)CN(c2ccc(OC)cc2)S(C)(=O)=O)cc1
  24	6	-24	-1	9	-4	-0.1	0.5	1.0
> CC(=O)N1CCC(C(=O)Nc2nc(-c3ccccc3)ns2)CC1
  11	18	4	-4	-33	15	1.7	0.6	2.6
> COc1ccc(C(=O)c2ccccc2)cc1
  -1	-8	-3	-1	2	-10	-1.4	-0.5	-1.4
> COC(=O)CN(c1ccc(C)c(Cl)c1)S(C)(=O)=O
  10	21	-21	-2	19	3	-1.4	0.9	0.7
> CCCC(=O)Nc1nc2ccc3nc(C)sc3c2s1
  75*	11	-9	1	43	1	-0.8	0.7	-0.6
> Cc1cccc(C(=O)Oc2ccccc2C2C[C@]3(C)CC(=O)NC3N2C(=O)c2cccc(C)c2)c1 (stereo partly drawn)
  50	-5	-20	6	31	-3	-1.5	-0.1	1.0
> CCCCC(=O)NC1(C(F)(F)F)NC(=O)N(C)C1=O (stereo not drawn)
  21	-13	6	x	28	-11	2.0	0.7	0.2
> COC(=O)c1ccc(COc2ccc(/C=N/O)cc2OC)o1
  0	13	-10	-6	-16	5	0.3	-0.1	1.2
> COc1ccc(NC(=O)CC2(CC(=O)O)CCCC2)cn1
  4	-17	-15	-2	5	3	-0.1	1.0	-1.5
> O=[N+]([O-])c1cc(-n2cccc2)ccc1N1CCOCC1
  2	0	-1	-4	-41	3	0.1	0.9	-2.1
> CN(Cc1ccccc1)C(=O)C1CCCN(Cc2cccc(Cl)c2)C1 (stereo not drawn)
  25	2	-14	2	-34	-8	-0.7	0.3	0.1
> O=[N+]([O-])c1ccc(Cl)c(-c2ccc(/C=N/c3c(-c4ccco4)nc4ccccn34)o2)c1
  54	1	-3	5	-11	-19	0.3	0.4	-0.5
> COc1cccc(C(=O)Nc2nc3c(c(=O)[nH]2)CCCC3)c1
  47	-8	5	-6	11	-2	-0.2	-0.2	-0.8
> CCOC(=O)CN=C/C(C(=O)Nc1nccs1)=C(/C)O
  7	0	-5	6	-13	-3	0.0	0.8	1.6
> CCOc1ccccc1N(C(=O)c1ccccc1Cl)C1=NC(C)(C)CS1
  6	11	4	-2	28	-6	-2.6	0.5	0.4
> Cn1nc(C(F)(F)F)c(-c2cccc(C(F)(F)F)c2)c1NC(=O)c1ccco1
  -6	0	8	x	58	-11	0.7	0.8	0.5
> O=C(OCC(=O)N1CCC(Cc2ccccc2)CC1)c1ccccc1
  24	-4	-2	-3	6	12	-0.4	0.9	0.3
> Fc1ccccc1-c1nc2nc3ccccc3nc2n1CC1CCCO1 (stereo not drawn)
  -11	1	-9	x	-3	3	1.2	0.8	0.6
> C=CCOn1c(=O)c(-c2ccc(OC)c(OC)c2)[n+]([O-])c2ccccc21
  -5	-22	-5	-7	24	12	0.0	0.3	0.2
> COc1ccc(NC(=O)C2CCN(c3cc(C)nc(-c4ccccc4)n3)CC2)cc1
  15	2	-3	3	3	5	-0.8	0.0	-1.4
> O=C(Cc1ccc(Br)cc1)NC1CCCCC1
  59	-19	-9	-2	10	-4	-0.6	0.4	1.3
> CCc1ccc(CNCCNCC(C)O)cc1 (stereo not drawn)
  -26	-21	-19	9	-1	-30	-1.1	-0.2	0.3
> O=C(OCCN1C(=O)c2cccc3c(N4CCOCC4)ccc(c23)C1=O)c1cc(Cl)cc(Cl)c1
  10	-10	-9	5	4	11	4.2	1.9	1.4
> CCC(C)NC(=O)c1ccc2c(c1)N(Cc1ccccc1)C(=O)CS2 (stereo not drawn)
  4	-14	-9	2	0	-7	-1.3	-0.5	-0.7
> COc1ccc(Cn2nnnc2CN2CCOCC2)cc1
  10	16	3	15	15&12	4	-0.8	-0.1	-2.6
> CSc1nc(C)c(Cc2c(F)cccc2Cl)c(=O)[nH]1
  23	-2	-4	x	9	-5	-4.0	0.1	2.8
> S=c1c2c(nc3nc[nH]n13)CCC2
  -6	-3	26	x	13	-18	0.5	0.7	-2.9
> COc1ccc(-c2[nH]n(-c3ccc([N+](=O)[O-])cc3)c(=O)c2C=NCCN2CCNCC2)cc1
  39	20	-9	-4	-42	9	0.0	0.5	0.9
> CCOC(=O)C1=C(C)C(c2ccccc2)NC(=S)N1 (stereo not drawn)
  11	-2	3	-4	-11	5	-0.2	-0.4	0.2

Assay outcomes from PubChem BioAssay.
